Bioassay records (PubChem BioAssay)
S3 lipid droplet – qHTS Assay for Lipid Storage Modulators in Drosophila S3 Cells | Drosophila S3 cells, BODIPY lipid droplet fluorescence, 18-24 h; cells fed with added oleic acid | lipid storage change, negative = inhibition, % at the top dose, mostly 46.1 µM; hits show Potency in µM | hit rate 0.64% among 320,000 | AID 2685; active means well fitted inhibition curve with a large enough effect in the signal ratio, with a control signal flat, not every such curve was filed as active; inconclusive means small, poorly fitted or top-dose-only effect, or effect the other way, or a change in a side signal; the % refers to the signal ratio
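Drosophila S3 cells loaded with oleic acid (400 uM, as added) and compounds at several concentrations; lipid droplets imaged by 488-nm laser-scanning cytometry, 500–530 nm intensity and object ratio to cell channel. Percent activity normalized to 20 uM Triacsin C.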
S3 lipid droplet cell count max – further read-out of S3 lipid droplet, marked with its call; cell number change, %; measured here: cell count max response;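 cells counted by Cell Tracker Red CMTPX staining in the red channel; peak over a dose series mostly up to 46.1 µM; percent activity relative to internal control wells on each plate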
Active calls of the source: *; i = inactive; u = inconclusive; x = no result given. On the % scale 0 is the no-effect control and ±100 the full control effect; potency means the concentration at half of the fitted maximal effect. A portion of the library. The share of hits here may be higher or lower than overall.

SMILES | S3 lipid droplet | S3 lipid droplet cell count max
Cc1ccc(S(=O)(=O)N2CCCCC2)cc1C(=O)N1CCN(CCO)CC1 | u | x
C/C(=N\NC(=O)c1cccnc1)c1ccc(OC2OCCOC2Oc2ccc(/C(C)=N/NC(=O)c3cccnc3)cc2)cc1 (stereo not given) | u | x
COc1cccc(NC(=S)NN2C(C)CCCC2C)c1 (stereo not given) | -6% | 14
Cc1noc(C)c1C(=O)Nc1nnc(CC(C)C)s1 | -7% | 24
Cc1ccc(-c2nc(=S)c3c(n2Cc2ccco2)CC(C)(C)OC3)cc1 | u | x
CCN(CC)C(=O)c1c(-c2ccccc2)oc2ccc(O)cc12 | 7% | -22
COC(=O)c1sccc1NC(=S)N1CCN(c2cccc(C)c2C)CC1 | u | x
O=C(OCCC1Oc2cccnc2NC1=O)c1ccc(F)cc1 (stereo not given) | u | x
N#Cc1ccccc1NC(=O)c1cc(=O)c2ccccc2o1 | u | x
ONC(=Nc1ccccc1)C(=Nc1ccccc1)NO | -4% | 7
CCn1cc(C(=O)NCCCOC)c(=O)c2cc(S(=O)(=O)N3CCCC3)ccc21 | u | x
O=C1c2cccnc2C(Nc2ccc(S(=O)(=O)N3CCCCCC3)cc2)N1Cc1ccccc1 (stereo not given) | u | x
N#CC1=C(N)Oc2c(oc(CO)cc2=O)C1c1ccsc1 (stereo not given) | u | x
CC(C)CC(=O)Nc1nnc(SCC(=O)Nc2ccc3c(c2)OCO3)s1 | u | x
Cc1cc(C)cc(N=Cc2ccc([N+](=O)[O-])s2)c1 | u | x
COc1ccc(NC(=O)c2cnn(-c3ccccc3)c2C)c(OC)c1 | u | x
Oc1cccc(Nc2c3ccccc3nc3ccccc23)c1 | u | x
O=C(Cn1c(C(=O)N2CCc3ccccc3C2)cc2sccc21)c1ccccc1 | -6% | -19
COc1ccc2c(CC(=O)Nc3ccccc3N3CCOCC3)coc2c1 | u | x
Cc1cc(CNC(=O)c2cc(Br)ccc2Cl)nn1C | u | x
Cc1nnc(NC2CCCCC2)[nH]c1=O | u | x
CCOC(=O)N1CCN(S(=O)(=O)N2CCCC(C(=O)NCCCN3CCCCC3CC)C2)CC1 (stereo not given) | u | x
Cc1ccc(-c2cc(C(=O)N/N=C/c3ccco3)[nH]n2)cc1 | u | x
Cc1ccc(NS(=O)(=O)c2cc3[nH]c(=O)c(=O)[nH]c3cc2C)c(C)c1 | u | x
CCN(CC(=O)NCc1cccs1)C(=O)CCCOc1ccc(C(C)(C)C)cc1 | u | x
(list continues)
SMILES | S3 lipid droplet | S3 lipid droplet cell count max
CCOC(=O)C(Cc1ccccc1)NC(=O)CNC(=O)CNC(=O)OCc1ccccc1 (stereo not given) | 15% | 17
Cc1cc([N+](=O)[O-])nn1CCCC(=O)Nc1sc2c(c1C(N)=O)CCC(C)C2 (stereo not given) | u | x
COc1cc(-c2nc(C(F)(F)F)c(OC)o2)cc(OC)c1OC | u | x
Cn1c(C(=O)N2CCCC(C(=O)NCCN3CCOCC3)C2)cc2sccc21 (stereo not given) | -6% | 2
O=C(O)c1ccc(CS(=O)(=O)c2ccc(Br)cc2)cc1 | u | x
C/C(=N\OCc1ccc(C#N)cc1)c1ccccc1 | i | x
CCOC(=O)c1c(CC(C)C)csc1/N=C/C1C(=O)CCCC1=O | -4% | -1
Cc1ccc2c(c1)/C(=N/N1C(=O)c3ccccc3C1=O)C(=O)N2 | u | x
CC(C)N(CCn1c(=S)[nH]c2ccccc2c1=O)C(C)C | u | x
CSc1nc(N2CCOCC2)c2sccc2n1 | 4% | 5
CN(C)CCC(=O)c1ccc(Cl)cc1 | u | x
Cn1c(=O)c(=O)n(C)c2cc(S(=O)(=O)N3CCCC3C(=O)NCc3ccco3)ccc21 (stereo not given) | 2% | x
O=C1C2C(c3ccccc3)C=CC(c3ccccc3)C2C(=O)N1CCCO (stereo not given) | u | x
COc1c(F)c(F)c(C(=O)Nc2ccc(N3CCN(C(C)=O)CC3)c(Cl)c2)c(F)c1F | u | x
Cc1cc(C)n2nc(SCC(=O)N(CCC#N)c3ccccc3F)nc2n1 | u | x
CCN1C(=O)C(=O)N(Cc2ccc(OC)c(F)c2)C1=O | -20% | 5
CCOc1nc(OCC)nc(-n2cc(-c3ccccc3)nn2)n1 | u | x
O=C(Nc1ccc2c(c1)OCCO2)C1CCCN(S(=O)(=O)c2cccs2)C1 (stereo not given) | -16% | -11
CC(C)CN1C(=O)c2ccc(C(=O)Nc3c[nH]c(=O)[nH]c3=O)cc2C1=O | 4% | 22
Cc1ccc(CSc2nnc(Nc3ccc(C)cc3)s2)cc1 | u | x
CN(Cc1ccc(C(F)(F)F)cc1)C(=O)C1CCC(=O)N(C2CC2)C1 (stereo not given) | u | x
CCOC(=O)C1=C(C)N=C2SC(C(=O)OC)=CC(=O)N2C1c1ccc(OC)cc1 (stereo not given) | u | x
c1ccc(Sc2cccc3ccccc23)c(CNC2=NCCN2)c1 | u | x
Cc1noc(C)c1C(=O)N1CCC2(CC1)Oc1ccc(F)cc1C(=O)C21CC(c2ccc(Cl)cc2)=NO1 (stereo not given) | 15% | 10
Cc1c(/C=N/N2C(=O)C3C4C=CC(C4)C3C2=O)c2ccccc2n1C (stereo not given) | u | x

Structures from the list above with a thiophene ring, fused or not:
SMILES | S3 lipid droplet | S3 lipid droplet cell count max
COC(=O)c1sccc1NC(=S)N1CCN(c2cccc(C)c2C)CC1 | u | x
N#CC1=C(N)Oc2c(oc(CO)cc2=O)C1c1ccsc1 (stereo not given) | u | x
Cc1cc(C)cc(N=Cc2ccc([N+](=O)[O-])s2)c1 | u | x
O=C(Cn1c(C(=O)N2CCc3ccccc3C2)cc2sccc21)c1ccccc1 | -6% | -19
CCN(CC(=O)NCc1cccs1)C(=O)CCCOc1ccc(C(C)(C)C)cc1 | u | x
Cc1cc([N+](=O)[O-])nn1CCCC(=O)Nc1sc2c(c1C(N)=O)CCC(C)C2 (stereo not given) | u | x
Cn1c(C(=O)N2CCCC(C(=O)NCCN3CCOCC3)C2)cc2sccc21 (stereo not given) | -6% | 2
CCOC(=O)c1c(CC(C)C)csc1/N=C/C1C(=O)CCCC1=O | -4% | -1
CSc1nc(N2CCOCC2)c2sccc2n1 | 4% | 5
O=C(Nc1ccc2c(c1)OCCO2)C1CCCN(S(=O)(=O)c2cccs2)C1 (stereo not given) | -16% | -11

New compounds follow.
SMILES | S3 lipid droplet | S3 lipid droplet cell count max
COc1ccc(Oc2nc(SC)nc3ccsc23)cc1 | 23% | 16
Cc1nnc(NC(=O)c2ccc(S(=O)(=O)N3CCCCCC3)cc2)o1 | 9% | 17
COc1ccc(-c2cc([C@H]3[C@H]4C=CC[C@@H](C)[C@@H]4C(=O)N3Cc3ccccc3)ccc2F)cc1 | u | x
CCCCC1=CC2=C(c3ccco3)C(=O)C(C)(OC(=O)c3ccc(OC)cc3)C(=O)C2=CN1Cc1ccc2c(c1)OCO2 (stereo not given) | 7% | 6
Cc1ccc(S(=O)(=O)Nc2cc(=O)[nH]c3c2CCC3)cc1 | u | x
COc1ccc(O)c(C(=O)C2c3ccccc3C(=O)N2c2ccc(C)cc2)c1 (stereo not given) | -4% | 9
COc1ccc(N2C(=O)CCC(C(=O)N3CCCCC3)C2c2ccc(OC)c(OC)c2)cc1 (stereo not given) | u | x
CCO[C@@H]1OC(C(=O)NC2CC2)=C[C@H](C2CC2)[C@H]1CCCO | u | x
CCN1CCN(S(=O)(=O)Cc2ccccc2Cl)CC1 | -13% | -8
Cc1nn(-c2ccccc2)c(C)c1C(=O)OCC(=O)N(C)C1CCS(=O)(=O)C1 (stereo not given) | u | x
Cc1ccc(-c2nc(SC(C)C(=O)c3c(N)n(C)c(=O)n(C)c3=O)n[nH]2)cc1 (stereo not given) | u | x
O=C(c1cn(-c2ccccc2)nc1-c1ccc(Cl)s1)N1CCOCC1 | u | x
C/C(CC(=O)Nc1cccc(Cl)c1Cl)=N\NC(=O)c1ccccc1N | u | x
COc1ccc(Cl)cc1NC(=O)NNC(=O)c1ccccn1 | i | -8
Cc1ccc(NC(=O)C2CCCN(C(=O)c3ccc(Cl)cc3)C2)cc1S(=O)(=O)N1CCOCC1 (stereo not given) | -21% | x
COc1ccc2cc(C(=O)CS(=O)(=O)c3ccccc3)c(=O)oc2c1 | i | -12
COC(=O)c1ccc(/C=C/c2c(-c3ccsc3)sc3ccccc23)cc1 | -15% | -27
COCCn1c(SCC(=O)Nc2ccc(C(N)=O)cc2)nc2c([nH]c3ccccc32)c1=O | u | x
CCOC(=O)C1CCCCN1Cc1cccc(OC)c1OC (stereo not given) | -1% | 15
NC(=O)CC(NC(=O)c1ccc(Br)cc1)c1ccc(NCc2ccc(F)c(F)c2)c([N+](=O)[O-])c1 (stereo not given) | u | x
O=C(c1cccc(N2C(=O)C3C4C=CC(C4)C3C2=O)c1)N1CCN(c2ccccc2)CC1 (stereo not given) | u | x
Cc1cc(NCCN2CCOCC2)n2nc(C)c(-c3ccc(Cl)cc3)c2n1 | u | x
O=C(CN(c1ccccc1)S(=O)(=O)c1ccccc1[N+](=O)[O-])N1CCCC1 | -15% | -5
Cc1ccc(NC(=S)N2C3CCCC2CC(NC(=O)C2CC2)C3)cc1C (stereo not given) | i | 4
CCC(=O)N1N=C(c2c(-c3ccccc3)c3cc(Cl)ccc3[nH]c2=O)CC1c1ccco1 (stereo not given) | u | x
Going on with the list:
SMILES | S3 lipid droplet | S3 lipid droplet cell count max
Nc1nc(-c2ccccn2)nc(N)c1Cc1c(F)cccc1Cl | u | x
O=C(O)CCN1C(=O)CC(N2C(=O)/C(=C/c3ccc(Cl)cc3)SC2=S)C1=O (stereo not given) | u | x
O=C(CN1CCN(c2ccccc2Cl)CC1)NC1CCCc2ccccc21 (stereo not given) | -1% | -19
CCN(CC)c1ccc(C(=O)OCC(=O)N(C(C)C)C(C)C)cc1 | u | x
O=C(c1ccc(Br)cc1)C(CN1CCOCC1)c1ccccc1 (stereo not given) | u | x
CCCOc1ccc(-c2c(=O)n(OCC(=O)OCC)c3ccccc3[n+]2[O-])cc1 | 21% | -9
Cc1nc2ccc(S(=O)(=O)N(C)CC(=O)N3CCc4ccccc4C3)cc2s1 | 15% | x
COc1ccc(NC(=O)CSCC(=O)Nc2cccc(S(=O)(=O)N3CCCCCC3)c2)cc1 | u | x
O=c1cc(CO)oc(CN2CCN(Cc3ccccc3)CC2)c1O | u | x
CCOC(=O)c1cc(-c2ccccc2)n(CCC(=O)O)c1C | u | x
C=CCOc1ccc(Cl)cc1CNCCCN1CCOCC1 | -4% | 7
COc1ccccc1N1CCN(CCCn2c(=S)[nH]c3ccccc3c2=O)CC1 | u | x
CC(C)(C)C(=O)NNC(=O)CCCOc1ccc(Cl)cc1Cl | -2% | -4
CN1CCN(c2ccc(S(=O)(=O)N3CCOCC3)cc2NC(=O)Cc2ccccc2F)CC1 | u | x
COC(=O)c1sccc1NC(=O)CC1C(=O)NCCN1C(=O)Nc1ccc(C(F)(F)F)cc1 (stereo not given) | u | x
Cc1ccccc1C(=O)NC(=S)Nc1ccc(S(=O)(=O)N(C)c2ccccc2)cc1 | u | x
COc1ccc(/C(N)=N/OC(=O)/C=C/c2ccccc2)cc1 | u | x
CC(C)=CC(=O)N1CCCc2ccccc21 | 22% | 11
O=C(CCc1nc(-c2ccccc2Cl)no1)NCC1CCCO1 (stereo not given) | 3% | 13
O=C(Nc1ccccc1N1CCCC1)c1cccc(-c2cc3ccccc3oc2=O)c1 | u | x
Cc1nc2nc(SCC(=O)Nc3cccc(F)c3)[nH]c2cc1Br | u | x
Cc1nn(-c2ccccc2)cc1/C=N/O | u | x
O=C(OCCO)c1cc(Cl)c(C(=O)OCCO)cc1Cl | u | x
COc1ccc2c(c1)CC[C@@H]1[C@@H]2CC[C@]2(C)[C@@H](C(=O)O)C[C@@H]12 | u | x
CCc1ccc(/C=N/NC(=O)Cc2cccn2C)cc1 | 4% | 14

Seven entries from above, with tabs.
molecule	S3 lipid droplet	S3 lipid droplet cell count max
COc1ccccc1N1CCN(CCCn2c(=S)[nH]c3ccccc3c2=O)CC1	u	x
O=C(CCc1nc(-c2ccccc2Cl)no1)NCC1CCCO1 (stereo not given)	3%	13
Cc1nc2nc(SCC(=O)Nc3cccc(F)c3)[nH]c2cc1Br	u	x
O=C(OCCO)c1cc(Cl)c(C(=O)OCCO)cc1Cl	u	x
COC(=O)c1sccc1NC(=O)CC1C(=O)NCCN1C(=O)Nc1ccc(C(F)(F)F)cc1 (stereo not given)	u	x
Cc1ccccc1C(=O)NC(=S)Nc1ccc(S(=O)(=O)N(C)c2ccccc2)cc1	u	x
CCc1ccc(/C=N/NC(=O)Cc2cccn2C)cc1	4%	14

New compounds follow
SMILES | S3 lipid droplet | S3 lipid droplet cell count max
CN1CCN(S(=O)(=O)c2ccc(NC(=O)C3CCCO3)cc2)CC1 (stereo not given) | -24% | 6
CC(C)N(Cc1ccccc1)C(=S)NC(=O)C1(C)CC1(Cl)Cl (stereo not given) | u | x
CCCCN(C(=O)c1ccc(OC)c([N+](=O)[O-])c1)c1c(N)n(CCC)c(=O)[nH]c1=O | i | 20
Cc1onc(C(=O)NN)c1C(=O)Nc1ncc(C(F)(F)F)cc1Cl | -6% | -15
COc1ccc(NC(=O)CCCc2ccccc2)cc1OC | u | x
Cc1cccc(NC(=O)CNC(=O)C(NC(=O)Cc2ccccc2)C(C)C)c1C (stereo not given) | u | x
O=C(NCc1ccco1)c1ccccc1NC(=O)C1CC(=O)N(c2ccc(Cl)cc2)C1 (stereo not given) | u | x
COc1ccc(CCNC(=O)C2=CC=CN3CCS(=O)(=O)N=C23)cc1 | u | x
CCOc1c(C)cc2[nH]c(CCC(=O)O)nc2c1C | 3% | 11
COc1ccc(C(C(=O)NC2CCCC2)N(C(=O)c2ccco2)c2cc3c(cc2C(C)=O)OCO3)cc1 (stereo not given) | u | x
